TcdB GH inh = TcdB glycohydrolase inhibitors, primary screen, biochemical, single point, plate reader; Toxin B (Clostridioides difficile), P18177; TcdB glycohydrolase enzymatic assay; inhibition, % at 9.99 µM; hit rate 0.24% among 350,000; AID 652162, 2013; in the data active = inhibition above about 10%
Active calls of the source: *. Some of the compounds tested. The share of hits here may be higher or lower than overall.

Start of the data: the first 6 entries, to show the layout:
SMILES | TcdB GH inh
O=C(C[C@@H]1CC[C@@H]2[C@H](COC[C@H](O)CN2C(=O)c2ccccc2)O1)Nc1ccc(-c2ccccc2)cc1 | 0.2
C[C@@H]1CN([C@@H](C)CO)C(=O)c2cc(NC(=O)CCCN(C)C)ccc2O[C@@H](C)CCCCO[C@@H]1CN(C)C(=O)NC1CCCCC1 | 0.4
COc1ccccc1-c1ccc2n(c1=O)C[C@H]1[C@H](CO)[C@@H](C(=O)N(C)C)N[C@@H]21 | -17
OC[C@@H]1[C@H](c2ccc(-c3ccc(F)cc3)cc2)[C@@H]2CN(CCC(F)(F)F)CCCCN12 | 0.1
CN(C)C(=O)c1ccc(-c2ccc3n(c2=O)C[C@H]2[C@H](CO)[C@@H](C(=O)NCCc4ccccc4)N[C@@H]32)cc1 | 0.3
COCC#Cc1ccc2c(c1)O[C@H](CN(C)C(=O)Nc1ccccc1F)[C@H](C)CN([C@H](C)CO)S2(=O)=O | 0.0

Main list, from the first entry:
SMILES | TcdB GH inh
O=C(C[C@@H]1CC[C@@H]2[C@H](COC[C@H](O)CN2C(=O)c2ccccc2)O1)Nc1ccc(-c2ccccc2)cc1 | 0.2
C[C@@H]1CN([C@@H](C)CO)C(=O)c2cc(NC(=O)CCCN(C)C)ccc2O[C@@H](C)CCCCO[C@@H]1CN(C)C(=O)NC1CCCCC1 | 0.4
COc1ccccc1-c1ccc2n(c1=O)C[C@H]1[C@H](CO)[C@@H](C(=O)N(C)C)N[C@@H]21 | -17
OC[C@@H]1[C@H](c2ccc(-c3ccc(F)cc3)cc2)[C@@H]2CN(CCC(F)(F)F)CCCCN12 | 0.1
CN(C)C(=O)c1ccc(-c2ccc3n(c2=O)C[C@H]2[C@H](CO)[C@@H](C(=O)NCCc4ccccc4)N[C@@H]32)cc1 | 0.3
COCC#Cc1ccc2c(c1)O[C@H](CN(C)C(=O)Nc1ccccc1F)[C@H](C)CN([C@H](C)CO)S2(=O)=O | 0.0
COc1ccc(S(=O)(=O)Nc2ccc3c(c2)C(=O)N([C@@H](C)CO)C[C@H](C)[C@H](CN(C)C(=O)Nc2c(C)noc2C)OCCCC[C@H](C)O3)cc1 | 0.8
C[C@H]1CN([C@@H](C)CO)C(=O)c2cc(NC(=O)C3CC3)ccc2O[C@@H]1CN(C)Cc1ccc(Cl)c(Cl)c1 | 1.9
O=C(C[C@@H]1CC[C@H]2[C@@H](COC[C@@H](O)CN2C(=O)Nc2cc(Cl)cc(Cl)c2)O1)NCC1CC1 | 1.9
C[C@@H]1CN([C@@H](C)CO)C(=O)c2cc(NS(C)(=O)=O)ccc2O[C@H]1CN(C)Cc1ccncc1 | -0.4
COc1cc(COC(C)=O)ccc1OC(C)=O | -0.4
O=C(C[C@H]1CC[C@@H]2[C@H](COC[C@@H](O)CN2C(=O)Nc2ccc(Cl)cc2)O1)N1CCCCC1 | -0.2
COc1ccc(NC(=O)N2CC(=O)N3[C@@H](CO)[C@H](c4ccc(Br)cc4)[C@@H]3C2)cc1 | -0.9
COc1ccc2c3c(n(C)c2c1)[C@@H](CO)N(Cc1ccccc1F)CC31CN(C(C)=O)C1 | -3.2
CN(C)CCCNC(=O)C[C@@H]1CC[C@H](NC(=O)Cc2cccnc2)[C@H](CO)O1 | 1.2
CC(C)NC(=O)N1[C@@H](C#N)[C@H](c2ccc(-c3ccc(F)cc3)cc2)[C@@H]1CO | -1.9
CS(=O)(=O)Nc1ccc2c(c1)[C@H]1C[C@@H](CC(=O)NCc3ccccc3F)O[C@H](CO)[C@H]1O2 | -0.4
C/C=C/c1ccc([C@H]2[C@@H](CO)N(C(C)=O)[C@H]2CNC(=O)CC2CC2)cc1 | -0.2
CNC[C@@H]1Oc2c(NS(=O)(=O)c3cn(C)cn3)cccc2C(=O)N([C@H](C)CO)C[C@H]1C | 0.0
COc1ccc2c3c([nH]c2c1)[C@@H](CO)N(C(=O)C1CCCC1)CC31CN(Cc2nccs2)C1 | 0.4
CNC[C@H]1OCCCC[C@@H](C)Oc2ccc(NC(=O)Nc3ccc4c(c3)OCO4)cc2C(=O)N([C@@H](C)CO)C[C@H]1C | 0.2
C[C@@H]1CN([C@H](C)CO)C(=O)Cc2cc(NC(=O)C3CCCCC3)ccc2O[C@H]1CN(C)Cc1ccncc1 | -0.1
CC(C)CC#Cc1cnc2c(c1)C(=O)N([C@@H](C)CO)C[C@@H](C)[C@@H](CN(C)Cc1ccc(F)cc1)O2 | 1.1
CCCNC(=O)N1C[C@@H](O)COC[C@H]2O[C@H](CC(=O)N[C@@H]3CCN(Cc4ccccc4)C3)CC[C@@H]21 | 0.6
CN1C(=O)c2cc(NC(=O)C3CCCC3)ccc2OC[C@H]2O[C@H](CC(=O)NCCc3ccncc3)CC[C@@H]21 | 0.1

Next part.
SMILES | TcdB GH inh
C[C@@H]1CN([C@H](C)CO)C(=O)c2cc(NC(=O)CCN3CCOCC3)ccc2O[C@H]1CN(C)C(=O)Nc1ccc(F)cc1 | 0.1
O=C(Cc1cccnc1)N[C@@H]1CC[C@H](CCNS(=O)(=O)c2ccccc2Cl)O[C@H]1CO | 0.0
C[C@H]1CN([C@@H](C)CO)C(=O)Cc2cc(NC(=O)c3ccncc3)ccc2O[C@H]1CN(C)Cc1ccc(C(F)(F)F)cc1 | -0.6
CN1[C@@H]2c3ccc(-c4ccncc4)c(=O)n3C[C@@H]2[C@@H](CO)[C@@H]1C(=O)NCCc1ccccc1 | -0.3
CO[C@@H]1CN(C)C(=O)c2cc(NC(=O)C3CCCC3)ccc2OC[C@H](C)N(CCC(F)(F)F)C[C@@H]1C | -0.2
C[C@H]1CN([C@@H](C)CO)C(=O)Cc2cc(NC(=O)NC3CCCCC3)ccc2O[C@H]1CN(C)C(=O)Nc1ccc(C(F)(F)F)cc1 | 1.3
Cc1ccc(S(=O)(=O)N[C@H]2C=C[C@@H](CC(=O)NCCCN(C)C)O[C@@H]2CO)cc1 | -0.6
CCCc1cn(CC[C@H]2CC[C@@H](NS(=O)(=O)c3ccccc3Cl)[C@@H](CO)O2)nn1 | 0.3
COc1ccccc1-c1cccc(-c2nc(C(=O)NCc3ccncc3)cc3c2[C@@H](CCO)N([S@](=O)C(C)(C)C)C3)c1 | 2.0
C[C@@H]1CN([C@H](C)CO)C(=O)c2cccc(NS(C)(=O)=O)c2O[C@H]1CN(C)Cc1ccccc1 | -0.1
CC(=O)N(C)C[C@@H]1Oc2cc(C#Cc3ccc(F)cc3)ccc2S(=O)(=O)N([C@H](C)CO)C[C@H]1C | 0.0
O=C(NCC1CC1)[C@@H]1[C@@H](CO)[C@@H]2Cn3c(cccc3=O)[C@H]1N2C(=O)c1ccccc1 | 0.4
C[C@H]1CN([C@@H](C)CO)S(=O)(=O)c2ccc(C#CC(C)(C)O)cc2O[C@H]1CN(C)C(=O)C1CCC1 | 0.4
CC=Cc1ccc2n(c1=O)C[C@@H]1[C@@H](CO)[C@H](C(=O)N(C)C)[C@H]2N1Cc1cc(F)ccc1F (mixture of isomers) | 1.0
COCCNC(=O)C[C@H]1CC[C@@H]2[C@H](COc3ccc(NC(=O)c4cc(C)on4)cc3C(=O)N2C)O1 | -0.2
C[C@@H]1CN([C@@H](C)CO)C(=O)c2cc(NC(=O)Cn3cnnn3)ccc2O[C@@H]1CN(C)Cc1ccc(C(=O)O)cc1 | -9.0
COCC(=O)N1[C@H](CO)[C@H]2c3ccccc3N(C(=O)Nc3cc(F)ccc3F)C[C@H]21 | 1.4
C[C@@H]1CN([C@@H](C)CO)C(=O)c2cc(NC(=O)Nc3ccc4c(c3)OCO4)ccc2O[C@@H](C)CCCCO[C@@H]1CN(C)C(=O)Nc1ccc2c(c1)OCO2 | -1.4
C[C@H](O)C#Cc1ccc([C@H]2[C@H](CO)N3CCCCN(C(=O)Nc4ccccc4)C[C@@H]23)cc1 | 4.2
Cc1ccccc1S(=O)(=O)NCC[C@H]1CC[C@H](NC(=O)C2CCCC2)[C@@H](CO)O1 | 1.2
CCC(=O)N(C)C[C@@H]1Oc2ncc(C#Cc3ccccc3OC)cc2C(=O)N([C@H](C)CO)C[C@@H]1C | -9.9
O=C(C[C@H]1CC[C@H](NC(=O)c2cccc(F)c2)[C@@H](CO)O1)NCc1ccc(Oc2ccccc2)cc1 | 0.1
C[C@H]1CN([C@@H](C)CO)C(=O)c2ccccc2-c2ccccc2CO[C@H]1CN(C)C(=O)c1ccccc1 | 1.1
OC[C@H]1[C@H]2c3ccccc3NC[C@H]2N1Cc1cccnc1 | -9.3
C[C@H]1CN([C@@H](C)CO)C(=O)c2cccc(NC(=O)c3nc4ccccc4s3)c2O[C@@H]1CN(C)Cc1ccccc1 | -0.7

The closing 2 records of the section before open the next one.
SMILES | TcdB GH inh
OC[C@H]1[C@H]2c3ccccc3NC[C@H]2N1Cc1cccnc1 | -9.3
C[C@H]1CN([C@@H](C)CO)C(=O)c2cccc(NC(=O)c3nc4ccccc4s3)c2O[C@@H]1CN(C)Cc1ccccc1 | -0.7
COCCCNC(=O)[C@@]1(Cc2ccccc2)N=C(c2ccc(OCCCO)cc2)O[C@H]1c1ccccc1 | 1.7
CO[C@@H]1CN(C)C(=O)c2ccc(NC(=O)C3CCCC3)cc2OC[C@H](C)N(C(C)=O)C[C@@H]1C | -1.5
O=C(Cc1ccccn1)N1CCCCN2[C@H](CO)[C@H](c3ccc(-c4ccccc4F)cc3)[C@@H]2C1 | 0.2
N#C[C@H]1[C@H](c2ccc(C#Cc3ccccc3F)cc2)[C@@H](CO)N1C(=O)C1CCCC1 | -0.3
CO[C@H]1CN(C)C(=O)c2cc(NS(=O)(=O)CC(F)(F)F)ccc2OC[C@@H](C)NC[C@H]1C | -1.9
Cc1ccccc1-c1ccc2c(c1)O[C@@H](CN(C)Cc1ccncc1)[C@@H](C)CN([C@@H](C)CO)S2(=O)=O | 1.2
C[C@@H]1CN([C@H](C)CO)C(=O)c2cc(C#CC3(O)CCCC3)cnc2O[C@H]1CN(C)C(=O)Cc1cccnc1 | -0.1
COc1ccc(CN(C)C[C@@H]2OCCCC[C@@H](C)Oc3ccc(NC(=O)Nc4ccc(F)cc4)cc3C(=O)N([C@H](C)CO)C[C@H]2C)cc1 | -2.4
C[C@@H]1CN([C@H](C)CO)C(=O)c2cc(/C=C/c3ccccc3)cnc2O[C@H]1CN(C)Cc1cccnc1 | -0.6
CCCNC(=O)C[C@@H]1CC[C@H]2[C@@H](COc3ccc(NC(=O)c4cccc(C(F)(F)F)c4)cc3C(=O)N2C)O1 | -0.6
COCC(=O)N1CCCCN2[C@H](C1)[C@H](c1ccc(-c3ccc(C)cc3)cc1)[C@@H]2CO | 0.3
C[C@H](CO)N1C[C@H](C)[C@H](CN(C)C(=O)Nc2cccc3ccccc23)OCCCC[C@H](C)Oc2ccc(NC(=O)C3CCCCC3)cc2C1=O | -0.4
Cc1noc(C)c1NC(=O)Nc1ccc2c(c1)C(=O)N(C)[C@@H]1CC[C@H](CC(=O)N[C@H]3CCN(Cc4ccccc4)C3)O[C@@H]1CO2 | 2.5
CCCNC(=O)C[C@H]1CC[C@@H]2[C@H](COc3ccc(NC(=O)c4cccc(Cl)c4)cc3C(=O)N2C)O1 | 3.9
O=C(Nc1cccc(F)c1)N1CC(=O)N2[C@H](CO)[C@@H](c3ccc(-c4ccc(F)cc4)cc3)[C@@H]2C1 | -1.1
CCC(=O)N1[C@@H](CO)[C@H](c2ccc(-c3cccnc3)cc2)[C@@H]1CN(CC)C(C)=O | 0.0
CO[C@@H]1CN(C)C(=O)c2ccc(NC(=O)C3CCC3)cc2OC[C@@H](C)N(Cc2nccs2)C[C@@H]1C | -11
C[C@@H]1CN([C@@H](C)CO)C(=O)c2cc(-c3ccc(F)cc3)cnc2O[C@@H]1CN(C)C(=O)CN(C)C | 0.1
N#C[C@H]1[C@@H](c2ccccc2C2=CCCCC2)[C@@H](CO)N1C(=O)CN1CCOCC1 | 0.4
C[C@H]1CN([C@@H](C)CO)C(=O)c2cc(C3=CCCCC3)cnc2O[C@@H]1CN(C)Cc1ccccc1 | -0.1
C[C@H]1CCCCO[C@@H](CN(C)Cc2ccccc2)[C@@H](C)CN([C@@H](C)CO)C(=O)c2cc(NS(=O)(=O)c3ccc(Cl)cc3)ccc2O1 | -1.0
COc1ccc(S(=O)(=O)N2CCCCN3[C@@H](CO)[C@@H](c4ccc(C5=CCCC5)cc4)[C@@H]3C2)cc1 | 1.0
COc1ccc2c3c(n(C)c2c1)[C@H](CO)N(Cc1ccc(Cl)cc1)CC31CCN(CC2CC2)CC1 | -2.1
C[C@@H]1CN([C@H](C)CO)C(=O)c2cc(NC(=O)CCN3CCOCC3)ccc2O[C@H]1CN(C)Cc1ccncc1 | 0.5
C[C@@H]1CN([C@H](C)CO)C(=O)Cc2cc(NC(=O)CCN3CCOCC3)ccc2O[C@H]1CN(C)S(=O)(=O)c1ccc(Cl)cc1 | 0.0

Other compounds
SMILES | TcdB GH inh
O=S(=O)(N[C@H]1CC[C@@H](CCn2cc(-c3ccccn3)nn2)O[C@H]1CO)c1cccc(F)c1 | 0.1
O=C(C[C@@H]1CC[C@@H]2[C@H](COC[C@H](O)CN2C(=O)Cc2ccccc2)O1)NC1CCCC1 | -0.5
N#C[C@H]1[C@H](c2ccc(C#Cc3ccc(F)cc3)cc2)[C@H](CO)N1C(=O)C1CCCC1 | 0.3
COCC(=O)N[C@H]1C=C[C@H](CC(=O)N2CCCCC2)O[C@H]1CO | -1.3
C[C@@H]1CN([C@@H](C)CO)C(=O)c2cccc(N(C)C)c2O[C@H]1CN(C)C(=O)Nc1ccc2c(c1)OCO2 | 1.0
C[C@H](CO)N1C[C@H](C)[C@@H](CN(C)Cc2ccc(C(F)(F)F)cc2)Oc2c(NC(=O)Nc3ccc4c(c3)OCO4)cccc2C1=O | -1.3
COc1ccc(NC(=O)N(C)C[C@@H]2Oc3ccc(NS(=O)(=O)c4ccc(OC)cc4)cc3C(=O)N([C@@H](C)CO)C[C@@H]2C)cc1 | -1.6
CCC(=O)N1CC2(C1)CN(C(=O)CN1CCOCC1)[C@H](CO)c1c2c2ccc(OC)cc2n1C | -0.1
C[C@H](CO)N1C[C@H](C)[C@@H](CN(C)C(=O)Nc2ccc(F)cc2)Oc2ccc(NC(=O)Cc3ccccc3)cc2CC1=O | 0.6

Screens (PubChem BioAssay)
